MsrA inh: inhibitors of bovine MsrA. purified bovine MsrA, absorbance read-out. inhibition, % at 15.5 µM. 360,000 compounds, 0.75% hits. AID 651718; in the data active = inhibition above about 4.5%;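 note: 0% = vehicle wells with enzyme and 100% = reference inhibitor wells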
An asterisk follows results filed as active. Some of the compounds tested; count on the stated rates, not on these rows.

MsrA inh | smiles
0.1 | COc1cccc(NC(=O)N(C)C[C@H]2OCc3cn(nn3)CCCC(=O)N([C@H](C)CO)C[C@@H]2C)c1
1.0 | COc1cccc(C(=O)N[C@H](C(=O)N2CCC[C@H]2C(=O)NCCc2ccccc2Cl)C2CCCCC2)c1
-0.7 | OC(c1ccccc1)(c1ccccc1)C1CCN(CCCOc2ccc(-c3cncnc3)cc2)CC1
1.3 | C[C@H]1CN(S(=O)(=O)C(C)(C)C)[C@@H](CCO)/C1=C\CCO
3.0 | C#CCNC[C@@H]1CSCCS(=O)(=O)N1
-0.6 | O=C1CC(C(=O)Nc2ccc(Br)cc2)C2(CCCC2)O1 (stereo unspecified)
0.3 | CC(C)OCCCN1C=C2C(=O)C(C)(OC(=O)CCc3ccccc3)C(=O)C=C2C=C1c1ccc(C#N)cc1 (stereo unspecified)
0.9 | COc1ccc(C2=NOC(C)(c3sc(-c4ccc(Cl)cc4)nc3C)C2)cc1 (stereo unspecified)
0.4 | COc1ccccc1CCn1cnc(-c2ccc(Br)cc2)c1CC(C)C
4.3 | O=c1c2sccc2nc(SCc2cc(=O)n3ccccc3n2)n1Cc1ccccn1
0.1 | C[C@@H]1CN([C@H](C)CO)C(=O)CCCn2cc(nn2)CO[C@H]1CN(C)S(=O)(=O)c1cn(C)cn1
0.3 | CC(C)C[C@@H](NC(=O)OC(C)(C)C)C(=O)N1O[C@]23C=C[C@]14C[C@@H](O)CC[C@]4(C)C2CC[C@]1(C)[C@@H]([C@H](C)/C=C/[C@H](C)C(C)C)CC[C@H]13 (stereo partly specified)
0.2 | C=CCN1C(=O)c2n[nH]c(COC)c2C1c1cccc(C(F)(F)F)c1 (stereo unspecified)
0.9 | O=S1(=O)N[C@@H](Cc2ccccc2)COc2cccc(N3CCCC3)c21
0.4 | CCCCc1c(-c2ccccc2OC)ncn1Cc1ccc(Cl)cc1Cl
-1.2 | Cc1ccc2c(c1)-n1c(nc3cc(F)ccc3c1=O)C(Cc1ccc(O)cc1)NC2=O (stereo unspecified)
-1.8 | COc1cccc(CC(NC(C)=O)C(=O)NC2CCN(c3ncccc3[N+](=O)[O-])CC2)c1 (stereo unspecified)
0.0 | Cc1cc2c(nc1C)CCCN2S(=O)(=O)c1ccc(C#N)cc1
1.2 | O=C(/C=C(\Nc1cccc(C(F)(F)F)c1)c1ccccc1)c1ccccc1
0.3 | Nc1nc(CC(=O)CSc2ccc(Cl)cc2)nc(Nc2ccc(F)cc2)n1
-0.1 | CCSc1n[nH]c(=O)n1C
0.2 | CCOC(=O)C1=CCN(S(=O)(=O)c2ccc(Cl)cc2)C1c1cccc(F)c1 (stereo unspecified)
0.0 | COc1ccc(-c2ccc(-c3noc(-c4ccc(OC)c(OC)c4)n3)c(OC)n2)cc1
-2.5 | COC(=O)C1=C(C)N(Cc2cccc(C(F)(F)F)c2)C(=NCc2cccc(C(F)(F)F)c2)NC1c1ccc(Cl)cc1 (stereo unspecified)
-0.3 | CC(C)[C@H](NC(=O)c1ccco1)C(=O)N1CCC[C@H]1C(=O)NCc1ccccc1
-0.6 | Cc1ccc(-n2nc(C(=O)N/N=C/c3cccc(C(F)(F)F)c3)c3ccccc3c2=O)cc1C
0.6 | CCCCc1c(-c2ccccc2OC)ncn1Cc1ccccc1
0.5 | COC(=O)[C@H](Cc1ccccc1)N1C[C@@H](N2CCC[C@H]2C)CS1(=O)=O
-0.9 | Cc1ccnc(NC(=O)CCCOc2ccc(Cl)cc2C)c1
1.0 | CC(C)n1c(SCC(=O)c2ccc3c(c2)OCCO3)nc2c1c(=O)n(C)c(=O)n2C
0.1 | Cc1ccc(C(=O)Nc2cc(Cl)ccc2OC(=O)c2ccc(C)cc2)cc1
0.6 | O=C(NCCCN1CCCC1)c1ccc(Cn2c(=S)[nH]c3ccc(Br)cc3c2=O)cc1
0.6 | COC(=O)c1cc(=O)nc(NN=Cc2ccccc2O)s1
0.8 | O=C(Nc1nccs1)c1c(O)c2cccc3c2n(c1=O)CCC3
1.3 | COc1ccc2nc3n(c(=O)c2c1)-c1ccccc1C(=O)NC3Cc1ccccc1 (stereo unspecified)
-0.1 | CCCNC(=O)c1onc(CSc2ccc(F)c(F)c2)c1C(=O)NCCC
-0.6 | CCC(=O)NC(/C=C/c1ccccc1)c1cc([N+](=O)[O-])c2cccnc2c1O (stereo unspecified)
0.1 | Cc1ncc(CO)c2c1Oc1nc(-c3ccccc3)nc(SCC(=O)N(C)c3ccccc3)c1C2
0.7 | O=C1NC(Cc2ccccc2)c2nc3ccccc3c(=O)n2-c2cc(Cl)ccc21 (stereo unspecified)
-0.5 | CC(=O)CC(=O)O[C@@H]1C=C[C@H](NC(=O)OC(C)(C)C)C1
1.3 | CN(C)c1ccc(C(=O)NCC2CCN(C(=O)C(=O)c3cccs3)CC2)cc1
-1.5 | O=C(N/N=C1/CCCc2ccccc21)c1cc([N+](=O)[O-])cc([N+](=O)[O-])c1
0.5 | Cc1cccc(N2O[C@H]3C=C[C@@H]2C3)n1
-0.1 | COC(=O)c1ccc2nc(-c3ccc(C)cc3)c(CC(C)(C)C)n2c1
0.3 | COc1ccc(N2C[C@@]3(O)CC[C@@H](O)[C@@H](OC)[C@@H]3[C@@](C)(O)[C@@H]2CC=C(C)C)cc1
0.2 | CCN(CC)CCCN=C(N)N
-0.2 | C[C@H](CO)N1C[C@H](C)[C@H](CN(C)S(=O)(=O)c2cccs2)Oc2ncc(Br)cc2C1=O
-0.4 | C#CCNc1cccc2c1S(=O)(=O)N[C@H](C)CO2
1.1 | c1ccc(CC(Nc2cccnc2)c2ccccc2)cc1 (stereo unspecified)
-0.2 | COC(=O)CC#C[C@H](C)[C@@H](NS(=O)(=O)c1ccc([N+](=O)[O-])cc1)C(C)(C)C
0.1 | CCCc1c(-c2ccccc2OC)ncn1CCc1ccccc1OC
-0.1 | Cc1c(C2Nc3ccccc3C2C)[nH]c2ccccc12 (stereo unspecified)
0.9 | COc1ccccc1C(=O)N1CCN(C(=O)[C@@H](Cc2ccccc2)NC(=O)[C@H]2O[C@@H](n3ccc(=O)[nH]c3=O)[C@H](O)[C@@H]2O)CC1
-0.4 | CNC12CCc3cc(OC)c(OC)c(c31)-c1cc3c(cc1C2)OCO3 (stereo unspecified)
1.0 | CN1CCCCC(NC(=O)CCCl)C1=O (stereo unspecified)
0.1 | COc1cccc(Cn2c(C3CC3)nc3ccc(NC(=O)c4ccco4)cc3c2=O)c1
1.2 | COc1ccc(C(=O)c2[nH]c(N)c(C(=O)NCCc3c[nH]c4ccccc34)c2-c2ccccc2C(F)(F)F)cc1
1.1 | O=C1c2oc3ccc(Cl)cc3c(=O)c2C(c2ccccn2)N1CCCN1CCOCC1 (stereo unspecified)
-0.4 | CCCCCCCCN1C(=O)[C@@H](CC(=O)NCc2ccc(C)o2)C[C@@]2(C(=O)OC)C1=C[C@H](C(C)(C)C)O[C@@H]2C
-0.8 | COC(=O)[C@@]1(Cc2ccc(OC)cc2)[C@H]2c3cc(C(=O)N4CCCC4)n(CCO)c3C[C@H]2CN1C(=O)c1ccccc1

A second format for part of the listing above.
Compound	MsrA inh
COC(=O)c1ccc2nc(-c3ccc(C)cc3)c(CC(C)(C)C)n2c1	-0.1
COc1ccc(N2C[C@@]3(O)CC[C@@H](O)[C@@H](OC)[C@@H]3[C@@](C)(O)[C@@H]2CC=C(C)C)cc1	0.3
CCN(CC)CCCN=C(N)N	0.2
C[C@H](CO)N1C[C@H](C)[C@H](CN(C)S(=O)(=O)c2cccs2)Oc2ncc(Br)cc2C1=O	-0.2
C#CCNc1cccc2c1S(=O)(=O)N[C@H](C)CO2	-0.4
c1ccc(CC(Nc2cccnc2)c2ccccc2)cc1 (stereo unspecified)	1.1
COC(=O)CC#C[C@H](C)[C@@H](NS(=O)(=O)c1ccc([N+](=O)[O-])cc1)C(C)(C)C	-0.2
CCCc1c(-c2ccccc2OC)ncn1CCc1ccccc1OC	0.1
Cc1c(C2Nc3ccccc3C2C)[nH]c2ccccc12 (stereo unspecified)	-0.1
COc1ccccc1C(=O)N1CCN(C(=O)[C@@H](Cc2ccccc2)NC(=O)[C@H]2O[C@@H](n3ccc(=O)[nH]c3=O)[C@H](O)[C@@H]2O)CC1	0.9
CNC12CCc3cc(OC)c(OC)c(c31)-c1cc3c(cc1C2)OCO3 (stereo unspecified)	-0.4
CN1CCCCC(NC(=O)CCCl)C1=O (stereo unspecified)	1.0
COc1cccc(Cn2c(C3CC3)nc3ccc(NC(=O)c4ccco4)cc3c2=O)c1	0.1
COc1ccc(C(=O)c2[nH]c(N)c(C(=O)NCCc3c[nH]c4ccccc34)c2-c2ccccc2C(F)(F)F)cc1	1.2
O=C1c2oc3ccc(Cl)cc3c(=O)c2C(c2ccccn2)N1CCCN1CCOCC1 (stereo unspecified)	1.1

(list continues)
MsrA inh | smiles
2.5 | Brc1ccc2nc(-c3ccc(CN4CCC5(CC4)CNc4ccccc45)cc3)c(-c3ccccc3)nc2c1
-0.8 | O=C(CC(=O)NC1CCCCC1)N/N=C/c1ccccc1F
-0.6 | Nc1[nH]c(C(=O)c2ccccc2)c(-c2ccccc2)c1C(=O)NCCc1c[nH]c2ccccc12
0.1 | O=[N+]([O-])c1ccc(SN2CCCCC2)c([N+](=O)[O-])c1
1.5 | CCCCCCCCNC(=O)c1ccc(C)cc1
-0.2 | Cc1cc(-c2cc(NC(=O)Cc3c[nH]c4ccccc34)ccc2N(C)c2cccnc2)ccc1F
0.6 | COC(=O)c1cc2c(c3c4cc(F)ccc4n(S(=O)(=O)c4ccc(C)cc4)c13)C(=O)N(C)C2
0.6 | CCOc1cc(/C=C\c2[nH]c(=O)[nH]c(=O)c2[N+](=O)[O-])ccc1OC(C)CC (stereo unspecified)
-0.3 | CCn1ncc(-c2cc(C(=O)O)no2)c1C
0.2 | CCc1c(-c2cccc(Br)c2)ncn1CCc1ccccc1OC
-0.4 | CCN=C1NC(CCc2ccccc2)C(C(=O)OC)=C(C)N1Cc1ccccc1C(F)(F)F (stereo unspecified)
1.6 | NC(=O)c1ncn([C@@H]2O[C@H](C(=O)Nc3ccc(C(=O)N4CCCCC4)cc3)[C@@H](O)[C@H]2O)n1
0.4 | O=C(NCc1ccccc1)[C@H]1CCCN1C(=O)[C@H]1CCCN1C(=O)C1CCCCC1
-0.2 | O=C(CC1CCCC1)N[C@H](C(=O)N1CCC[C@H]1C(=O)NC1CCCC1)C1CCCCC1
0.3 | C[C@H](CO)N1C[C@H](C)[C@H](CN(C)Cc2cccc(F)c2)Oc2ncc(C3=CCCC3)cc2C1=O
-0.2 | C=CCCC(=O)N1C[C@H]2CCN(C)[C@H]2C[C@H]1c1ccccc1Br
-0.6 | COC(=O)CCS(=O)(=O)c1ccc(Cl)c(Cl)c1
1.5 | CCCCS(=O)(=O)NCC1CCN(C(=O)C(=O)c2cc3ccccc3o2)CC1
-0.2 | COc1cccc(C2NC(=S)N(Cc3ccc(Br)cc3)C(C)=C2C(C)=O)c1 (stereo unspecified)
-0.4 | C=CCN1C(=O)c2n[nH]c(C(C)C)c2C1c1ccccc1 (stereo unspecified)
0.1 | COCC(=O)N1C[C@H]2CON(C)[C@H]2C[C@H]1c1cccc(-c2cc(Cl)cc(Cl)c2)c1
0.3 | C#CCOc1ccccc1C(=O)NNc1ccc([N+](=O)[O-])cc1[N+](=O)[O-]
0.1 | O=C(N[C@H](C(=O)N1CCC[C@H]1C(=O)NC1CCCC1)C1CCCCC1)c1ccccc1
0.5 | O=C(NCc1ccccc1)[C@@H]1CCCN1C(=O)[C@@H](NS(=O)(=O)c1ccc(F)cc1F)c1ccccc1
0.1 | Cc1ccc(S(=O)(=O)c2c[nH]c3cc4c(cc3c2=O)OCO4)cc1
0.6 | O=c1[nH]c2cc3c(cc2cc1C(c1nnnn1Cc1ccccc1)N1CCCc2ccccc21)OCO3 (stereo unspecified)
0.9 | O=C(C(=O)N1CCC(CNS(=O)(=O)c2ccc(F)cc2)CC1)c1cccs1
1.6 | COC(=O)C1CCN(C2CN(Cc3cn(Cc4ccc(C(F)(F)F)cc4)nn3)S(=O)(=O)C2)CC1 (stereo unspecified)
0.8 | COc1ccc(N)cc1CN1CCN(c2ncc(Cc3ccccc3)cn2)CC1
-2.7 | COC(=O)C1=C(C)N(Cc2ccccc2C(F)(F)F)C(=NCc2cc(OC)c(OC)c(OC)c2)NC1c1cccc(F)c1 (stereo unspecified)
0.3 | O=C(NCc1ccccc1)[C@H]1CCCN1C(=O)[C@H]1CCCN1C(=O)c1ccc(F)cc1F
-0.2 | Cc1cc(N2CCN(C(=O)OC(C)(C)C)C[C@@H]2C)ccc1N1CCS(=O)(=O)CC1
0.2 | C[C@H](O)[C@@H]1C(=O)N2CCc3c([nH]c4cccc(-c5ccccc5)c34)[C@@H]2C[C@@H]1N(C)C(=O)OCc1ccccc1
-0.6 | COCCCNC(=O)C[C@H]1C[C@@]2(C(=O)OC)C(=C[C@H](C(C)(C)C)O[C@@H]2C)N(Cc2ccc3c(c2)OCO3)C1=O
1.7 | COc1ccc(-c2ccc3c(n2)CCCN3Cc2ccccc2C(F)(F)F)cc1
-0.7 | Cc1cc(C)c(O)c(C(=O)CC2CC(=O)NC(=O)C2)c1
0.2 | COC(=O)C1=C(C(=O)OC)C2C=C(C(C)C)C1C(=O)C2(C)O (stereo unspecified)
1.1 | CCN(CC)c1ccc(/C=C(\C#N)C(=O)NCc2ccco2)cc1
2.3 | COc1ccc2[nH]c(C(=O)Nc3ccccc3Cl)cc2c1
0.0 | C=CCSc1nnc2n(-c3ccccc3OC)c(=O)c3c4c(sc3n12)CCC4
-0.2 | O=Cc1ccc([B-](F)(F)F)o1
-0.1 | CCOC(=O)C1=C(C)N(CCCC(=O)O)C(=O)NC1c1cccc(OC)c1 (stereo unspecified)
1.2 | Cc1ccc(OCCN2CCN(CC(O)Cn3c4ccccc4c4ccccc43)CC2)cc1 (stereo unspecified)
0.5 | O=C(O)CCCC[n+]1ccccc1
0.0 | COC(=O)[C@]12C[C@H](CC(=O)NCc3ccc(C)o3)C(=O)N(Cc3ccc4c(c3)OCO4)C1=C[C@H](COCc1ccccc1)O[C@@H]2C
1.7 | O=S1(=O)N[C@H](Cc2ccccc2)COc2cccc(N3CCCCC3)c21
-0.5 | O=C(NN=C1CCCC1)c1[nH]c2ccc(Br)cc2c1-c1ccccc1

Compound activity deposited in PubChem by The Scripps Research Institute Molecular Screening Center.
